High-throughput results deposited in PubChem BioAssay by several laboratories.
HePTP inh = inhibitors of human HePTP phosphatase, primary screen, biochemical, absorbance, leukemia target. Tyrosine-protein phosphatase non-receptor type 7 (Homo sapiens), P35236. recombinant HePTP phosphatase activity, OD absorbance. inhibition, % at 20 µM. 110,000 tested, 0.64% active. AID 521, 2006; in the data active = inhibition above about 50%;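 also: plate controls were vehicle for no effect and reference inhibitor for full effect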
Target sequence (P35236 whole entry, looked up): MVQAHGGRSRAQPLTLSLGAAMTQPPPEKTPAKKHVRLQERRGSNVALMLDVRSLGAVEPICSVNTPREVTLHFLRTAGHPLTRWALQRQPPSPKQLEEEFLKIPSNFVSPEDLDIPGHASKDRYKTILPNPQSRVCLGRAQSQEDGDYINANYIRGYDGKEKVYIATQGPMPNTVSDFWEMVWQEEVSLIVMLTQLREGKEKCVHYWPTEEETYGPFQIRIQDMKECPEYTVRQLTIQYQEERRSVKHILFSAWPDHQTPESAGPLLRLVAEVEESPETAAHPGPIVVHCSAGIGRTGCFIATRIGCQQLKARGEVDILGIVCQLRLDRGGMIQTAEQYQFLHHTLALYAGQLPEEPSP
BAP1 inh = inhibitors of BAP1 deubiquitinase, primary screen, biochemical, Ub-AMC fluorescence, kinetic | Ubiquitin carboxyl-terminal hydrolase BAP1 (Homo sapiens), Q92560 | recombinant BAP1, Ub-AMC hydrolysis fluorescence kinetic; hits give low values | activity remaining (% of control), % at 20 µM | 72,000 tested, 0.48% active | AID 436, 2006;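 active = activity remaining at or below 50% of control, provided the compound also passes the data quality filters; inactive = the rest, including low values that fail the filters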;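 also: 100% = DMSO wells rate and 0% = substrate alone blank rate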
Target sequence (Q92560 whole entry, looked up): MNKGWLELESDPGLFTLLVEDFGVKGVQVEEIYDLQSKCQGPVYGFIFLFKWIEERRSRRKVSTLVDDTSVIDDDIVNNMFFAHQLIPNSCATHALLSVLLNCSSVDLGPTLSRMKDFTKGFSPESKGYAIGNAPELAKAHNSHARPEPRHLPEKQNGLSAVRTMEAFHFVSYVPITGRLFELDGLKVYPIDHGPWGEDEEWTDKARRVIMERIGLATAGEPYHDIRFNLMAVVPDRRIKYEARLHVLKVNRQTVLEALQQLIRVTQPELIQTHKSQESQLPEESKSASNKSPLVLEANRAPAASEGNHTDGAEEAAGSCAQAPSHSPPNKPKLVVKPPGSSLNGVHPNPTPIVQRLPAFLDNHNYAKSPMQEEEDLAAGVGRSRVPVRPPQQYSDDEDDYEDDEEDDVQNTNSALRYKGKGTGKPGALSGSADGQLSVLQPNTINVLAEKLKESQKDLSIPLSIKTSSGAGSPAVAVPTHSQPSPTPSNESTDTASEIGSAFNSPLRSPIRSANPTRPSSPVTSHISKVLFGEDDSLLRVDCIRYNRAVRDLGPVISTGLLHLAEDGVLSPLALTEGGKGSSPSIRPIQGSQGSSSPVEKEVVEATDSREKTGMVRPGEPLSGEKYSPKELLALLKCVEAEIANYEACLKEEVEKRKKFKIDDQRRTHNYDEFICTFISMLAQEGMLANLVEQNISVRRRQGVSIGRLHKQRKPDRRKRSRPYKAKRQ
Starred values were filed as active, the others as inactive; / = no result given; & = joins results of further samples.

Value order – HePTP inh | BAP1 inh
- COc1ccccc1N1C(=O)/C(=C/C(C)=C/c2ccccc2)SC1=S
    8 | /
- Cc1c(C(=O)O/N=C(\N)c2ccc(Br)cc2)cccc1[N+](=O)[O-]
    -3 | /
- CCN(CC)S(=O)(=O)c1ccc(NC(=O)c2ccc(OC)cc2)cc1
    -7 | /
- COc1cccc(OCCCCNCC2CCCO2)c1 (stereo not drawn)
    -3 | /
- CC(C)N1C(=O)C(=Cc2c(N(C)Cc3ccccc3)nc3ccccn3c2=O)SC1=S
    -1 | /
- Cc1ccccc1-c1cc(C(=O)Nc2ncccc2C)c2ccccc2n1
    4 | /
- CC(C)CCn1cnc2c(cnn2-c2ccc(F)cc2)c1=O
    13 | 93
- Cc1cc(C)n2ncc(C(=O)Nc3ccc4c(c3)OCO4)c2n1
    10 | 81
- Cn1c(C(=O)NCCCN2CCOCC2)cc2c(=O)n(C)c3ccccc3c21
    11 | 105
- CCOC(=O)C(NCc1ccccc1OC)(NC(C)=O)C(F)(F)F (stereo not drawn)
    6 | 93
- CCN(CC(=O)NCc1cccs1)c1nnnn1-c1ccccc1
    13 | 93
- O=C(NC(Nc1ccccc1F)C(=O)c1ccccc1)c1ccco1 (stereo not drawn)
    -14 | /
- COC(=O)c1ccc(CSc2nnc(CNC(=O)c3ccccc3F)o2)o1
    0 | 97
- COc1ccc(N(CC(=O)Nc2cccc(C)c2)S(=O)(=O)c2c(C)n[nH]c2C)cc1
    5 | 114
- O=C1C2ON(c3ccccc3)C(c3ccncc3)C2C(=O)N1c1ccc(N2CCOCC2)cc1 (stereo not drawn)
    2 | 86
- O=C(c1ccco1)[C@@H]1[C@@H]2C(=O)N(c3ccccc3)C(=O)[C@@H]2C2c3ccccc3C=CN21 (stereo partly drawn)
    -4 | 41*
- CC(=O)N/N=C/c1ccc2c(c1)OCO2
    5 | /
- C=CCSc1nc2c(c(-c3ccc(Br)cc3)c1C#N)C(=O)CC(C)(C)C2
    -2 | /
- Cn1c2ccccc2c2nnc(SCc3ccccc3)nc21
    0 | /
- CC(=O)N1CCN(CCN=CC2=C(O)CC(C)(C)CC2=O)CC1
    0 | 97
- COc1ccc(CCNC(=O)COc2ccc3ccccc3c2)cc1OC
    11 | /
- O=C(c1ccc(S(=O)(=O)N2CCCCC2)cc1)N1CCN(c2ccccc2)CC1
    2&-2 | 79
- CN(C)C(=O)CN(c1ccc(F)c(Cl)c1)S(C)(=O)=O
    0 | 118
- COc1ccc(Br)cc1/C=C/C(=O)Nc1cc(C)ccn1
    -6 | /
- COc1cccc(CNC(=O)CCS(=O)(=O)c2cccc3nonc23)c1
    5 | /
- COc1ccc(S(=O)(=O)Nc2ccc(Oc3ccccc3)cc2)cc1Br
    4 | /
- Cc1ccc(C)c(S(=O)(=O)NCc2cccnc2)c1
    -6 | /
- Cc1nc(SCC#N)c(C#N)c(C)c1C
    -9 | /
- O=C(Nc1cccc(C(F)(F)F)c1)c1ccccc1[N+](=O)[O-]
    8 | /
- COc1cccc(NC(=O)c2oc3ccccc3c2NC(=O)C(C)(C)C)c1
    1 | /

Value order – HePTP inh | BAP1 inh
- CCC(=O)Nc1nc(C)c(-c2csc(Nc3cccc(C(=O)O)c3)n2)s1
    -8 | /
- CCCCN(CC)CCCNC(=O)CC1Oc2ccccc2NC1=O (stereo not drawn)
    -8 | 93
- N#CC1=C2Sc3ccccc3N2CCCC1=O
    6 | 92
- COc1ccccc1NC(=O)c1nnn(Cc2ccccc2)c1NC(C)=O
    6 | 107
- Cc1ccc(SCCC(=O)N2CCOCC2)cc1
    -1 | 131
- CCOC(=O)C1=NNC(C(=O)c2ccccc2)C1c1ccc(OC)cc1 (stereo not drawn)
    1 | /
- COC(=O)c1ccc(C(=O)OC)c(NC(=O)c2c(Cl)cccc2Cl)c1
    -4 | /
- O=C(CCc1ccccc1O)N/N=C/c1ccc(Sc2cccc3cccnc23)o1
    5 | /
- CCn1c2ccccc2c2cc(NC(=O)COC(=O)Cc3cn4ccsc4n3)ccc21
    -12 | 96
- O=C(O)c1ccc(-c2ccc(/C=C3\SC(=S)N(c4cccc(F)c4)C3=O)o2)cc1
    16 | /
- O=C1CC(N2CCOCC2)C(=O)N1c1ccc2c(c1)OCO2 (stereo not drawn)
    6 | 77
- CSc1ccc(S(=O)(=O)N(CC(=O)Nc2cccc(Cl)c2Cl)c2ccc(C)cc2)cc1
    3 | /
- Cc1cccc(NCCC(=O)c2cccc([N+](=O)[O-])c2)c1C
    -14 | /
- Cc1sccc1/C=N/NC(=O)C1CC1
    -6 | /
- Cc1ccccc1OC(C)c1nc(-c2ccccc2)no1 (stereo not drawn)
    6 | 96
- O=C(CN(c1ccc(F)cc1)S(=O)(=O)c1ccccc1)Nc1cccc2ccccc12
    -7 | /
- Cc1ccc2cccc(Oc3cnccn3)c2n1
    -10 | 105
- COc1ccc(Nc2cc(C)c(C#N)c3nc4ccccc4n23)cc1
    / | 107
- CCNc1ccc(S(=O)(=O)C(F)(F)F)cc1NC(=O)C12CCC(CC1)C2
    12 | 108
- CN(C)C(=O)c1ccc(Oc2ccc(C(=O)N(C)C)cc2)cc1
    3 | 116
- COc1ccc(-n2c(Cc3cccn3C)nnc2SCC(=O)Nc2ccc(C)c(Cl)c2)cc1
    3 | 66
- Nc1cccc(-c2nc3ccc(N)cc3s2)c1
    3 | 496
- Fc1ccc(C2=Nn3c(Cc4ccccc4)nnc3SC2)cc1
    10 | 110
- Cc1ccc2cc(CN(Cc3nnnn3C3CCCC3)C3CCCCC3)c(=O)[nH]c2c1C
    7 | 97
- COC(=O)CC1C(=O)NC2CCCCC2N1C(=O)c1ccccc1 (stereo not drawn)
    10 | 62
- Cn1c(-c2ccc(F)cc2)cnc1NCc1ccccc1
    15 | 94
- C=C(C)C1CC=C(CN2CCC(C(=O)OCC)CC2)CC1 (stereo not drawn)
    2 | 96
- CCOc1cc(/C=C2\C(=O)NC(=O)N(c3ccc(Cl)cc3)C2=O)cc(Br)c1OC
    -14 | /
- COc1ccccc1-c1nnc(SC/C(O)=C(\C#N)c2nc3ccccc3[nH]2)n1C1CCCCC1
    2 | 128
- CCCCN1CCc2c([nH]c3ccccc23)C1=O
    7 | 82

A portion from the list above, for reference:
Value order – HePTP inh | BAP1 inh
- CCOc1cc(/C=C2\C(=O)NC(=O)N(c3ccc(Cl)cc3)C2=O)cc(Br)c1OC
    -14 | /
- COc1ccccc1-c1nnc(SC/C(O)=C(\C#N)c2nc3ccccc3[nH]2)n1C1CCCCC1
    2 | 128
- CCCCN1CCc2c([nH]c3ccccc23)C1=O
    7 | 82

Single records (already shown). Values in the order: HePTP inh, BAP1 inh
`Cc1sccc1/C=N/NC(=O)C1CC1` in the list: -6, /
`Cc1ccc2cccc(Oc3cnccn3)c2n1` in the list: -10, 105
`O=C(CN(c1ccc(F)cc1)S(=O)(=O)c1ccccc1)Nc1cccc2ccccc12` in the list: -7, /
`O=C(CCc1ccccc1O)N/N=C/c1ccc(Sc2cccc3cccnc23)o1` in the list: 5, /

(further entries)
Value order – HePTP inh | BAP1 inh
- COc1ccc(-c2nc3cc(NC(=S)NC(=O)c4ccco4)ccc3o2)cc1OC
    -8 | /
- O=C(O)COCC(=O)Nc1ccc2c(c1)CCC2
    4 | 107
- CCOc1cc(N2CCOCC2)c(OCC)cc1NC(=O)CCS(=O)(=O)c1ccc(Cl)cc1
    14 | 85
- C=CCOC(=O)N1CCN(c2cccc(C(F)(F)F)c2)CC1
    10 | 102
- CN1CCN(C(=O)c2nn3c(C(F)(F)F)c4c(nc3c2Cl)-c2ccccc2CC4)CC1
    4 | /
- Cc1ccnc(NS(=O)(=O)c2ccc(NC(=O)C3CCCCC3)cc2)n1
    4 | 70
- Cc1c(Cl)cnc(NC(=O)COC(=O)C(NC(=O)c2ccco2)C(C)C)c1Cl (stereo not drawn)
    15 | 81
- Clc1ccc(CN2CCN(/N=C/c3ccc(Cl)c(Cl)c3)CC2)cc1
    7 | /
- COc1cc(C2c3c(oc4ccccc4c3=O)C(=O)N2CCN2CCOCC2)cc(OC)c1OC (stereo not drawn)
    5 | 94
- CCc1nnc(NC(=O)CSc2nnc(CNc3ccc(Cl)cc3)o2)s1
    1 | 97
- Cc1cccc(S(=O)(=O)C(C#N)c2nc3ccccc3nc2N2CCOCC2)c1 (stereo not drawn)
    4 | 74
- CN(C)C(=O)CSc1cccc2cccnc12
    9 | 76
- Cc1cocc1C(=O)N1N=C(c2ccccc2)CC1(O)C(F)(F)F (stereo not drawn)
    30 | /
- Oc1[nH]c2ccccc2c1C=NCC1CCCO1 (stereo not drawn)
    6 | 87
- CCOc1ccc(-c2csc(/C(C#N)=C/c3ccc(C)o3)n2)cc1
    -9 | /
- O=S(=O)(c1ccccc1)c1ccccc1/C=N\O
    -1 | 100
- CC(C)c1ccc(-c2noc(C3CCCN(C(=O)c4ccc(F)cc4F)C3)n2)cc1 (stereo not drawn)
    5 | 86
- Cc1cc(SCNC(=O)c2ccccc2)ncn1
    8 | 97
- O=C(CN1CCOCC1)Nc1cccc(C(=O)Nc2cccc(C(F)(F)F)c2)c1
    -2 | 98
- COc1ccc(OCc2nn3c(-c4ccco4)nnc3s2)cc1
    4 | 100
- Cc1ccc2c(c1)nnn2C1CCN(CC(=O)Nc2ccccc2N2CCOCC2)CC1
    7 | 100
- Cc1ccc(NCc2nnc(SCC(=O)NCc3ccco3)n2CC2CCCO2)cc1Cl (stereo not drawn)
    -6 | 101
- CCN(CC)C(=O)CN(c1ccc(OC)cc1)S(C)(=O)=O
    -3 | /
- CCCc1nnc(NC(=O)CSc2nc3ccccc3s2)s1
    -2 | /
- CCOc1ccc(N(CC(=O)Nc2ccc(OC)cc2)S(=O)(=O)c2c(C)noc2C)cc1
    -2 | 82
- O=C(CSc1nnc(CNC(=O)c2cccs2)o1)NCCc1ccccc1
    10 | 94
- C=CCN1C(=O)/C(=C\c2cc(Br)c(O)c(OCC)c2)C(=O)NC1=S
    -4 | /
- C=CCOC(=O)C1=C(C)NC(=O)NC1c1cccc(Oc2ccccc2)c1 (stereo not drawn)
    -9 | /
- Fc1ccc(OCCOc2ncnc3ccccc23)cc1
    -5 | /
- CN(c1ccc(C(=O)N2CCCCC2)cc1)S(=O)(=O)c1ccccc1
    9 | 99

Part of the list above in order of number of heavy atoms, smallest number first.
Value order – HePTP inh | BAP1 inh
- CN(C)C(=O)CSc1cccc2cccnc12
    9 | 76
- Oc1[nH]c2ccccc2c1C=NCC1CCCO1 (stereo not drawn)
    6 | 87
- Fc1ccc(OCCOc2ncnc3ccccc23)cc1
    -5 | /
- COc1ccc(OCc2nn3c(-c4ccco4)nnc3s2)cc1
    4 | 100
- Cc1c(Cl)cnc(NC(=O)COC(=O)C(NC(=O)c2ccco2)C(C)C)c1Cl (stereo not drawn)
    15 | 81
- Cc1ccc(NCc2nnc(SCC(=O)NCc3ccco3)n2CC2CCCO2)cc1Cl (stereo not drawn)
    -6 | 101

(list continues)
Value order – HePTP inh | BAP1 inh
- Cc1ccc(NCC(O)COc2ccc(OCC(O)CNc3ccc(C)c(C)c3)cc2)cc1C (stereo not drawn)
    13 | /
- COc1ccc(NS(=O)(=O)c2ccc3c(c2)Cc2ccccc2-3)cn1
    9 | 115
- O=C(NCc1ccco1)c1ccc2ccccc2c1
    11 | 98
- CCn1cc(C(=O)NC2CCC(C)CC2)c(=O)c2cc(S(=O)(=O)N3CCCCC3)ccc21 (stereo not drawn)
    -3 | 68
- Cc1ccc2cc(CN(Cc3ccccc3)Cc3nnnn3C3CCCC3)c(=O)[nH]c2c1
    3 | 47*
- Cc1cccc(OCC(=O)N/N=C\c2ccc(-c3cc([N+](=O)[O-])ccc3Cl)o2)c1C
    -2 | /
- COc1ccc(-c2cc(C(=O)N3CCN(c4ccccn4)CC3)c3ccccc3n2)cc1
    0 | /
- CCCOc1ccc(C(=O)Nc2nc(-c3ccccc3)cs2)cc1
    -6 | /
- OC1(C(F)(F)F)CC(c2ccccc2)=NN1C(=S)c1ccccc1 (stereo not drawn)
    -18 | /
- Cc1cccc(NC(=O)CN2CCCN(S(=O)(=O)c3ccc(Br)s3)CC2)c1
    6 | 107
- CCOC(=O)C(C(=O)Nc1ccc(C)cc1)C1CCCCC1 (stereo not drawn)
    4 | /
- CCc1nnc(NC2=NCCC2)s1
    -4 | 90
- COc1cccc(NC(=O)COc2ccc(N3CC(C(=O)NCC(C)C)CC3=O)cc2)c1 (stereo not drawn)
    6 | 125
- CCC1(CC)C(=O)N(C)C(=O)NC1=NCc1ccccc1
    12 | 100
- O=C(Nc1ccccc1C(F)(F)F)c1ccc(Cl)cc1Cl
    -6 | /
- O=C(Nc1cccc(Br)c1)c1ccc(N2C(=O)c3ccccc3C2=O)cc1
    1 | /
- O=C(O)C(CO)NC(=O)C(F)(F)C(F)(F)C(=O)NC(CO)C(=O)O (stereo not drawn)
    2 | /
- CS(=O)(=O)N1CCN(c2ccc([N+](=O)[O-])c3ncccc23)CC1
    4 | /
- Brc1ccc(-c2csc(NC3=NCCCCC3)n2)cc1
    -4 | /
- CC(=O)c1cnc2cc(-c3cccc(Br)c3)nn2c1C
    -2 | /
- O=C(O)CCCCCN1C(=O)C(=O)/C(=C(/O)c2ccccc2)C1c1ccccc1Cl (stereo not drawn)
    -3 | /
- CCOC(=O)c1[nH]c2ccc(OC)cc2c1NC(=O)CN1CCN(c2ccccn2)CC1
    6 | 158
- CCCCCOC(=O)C1=C(C)NC(=O)NC1c1cccc(Br)c1 (stereo not drawn)
    / | 59
- O=C(NCc1ccco1)C1(c2ccccc2)CCCC1
    8 | 122
- c1cncc(-c2noc(C34CC5CC(CC(C5)C3)C4)n2)c1
    5 | /
- Cc1ccccc1C(=O)c1cccn1CC(=O)O
    11 | 91
- CC1=C(C(=O)Nc2ccccc2C)C(c2ccc3c(c2)OCO3)C2=C(CC(C)(C)CC2=O)N1 (stereo not drawn)
    4 | /
- CCOc1ccc(NC(=O)c2ccc(S(=O)(=O)N(CC)CC)cc2)c([N+](=O)[O-])c1
    6 | /
